Screens: PubChem BioAssay, several laboratories
AI-2 QS mod: modulators of Vibrio harveyi AI-2 quorum sensing system | Vibrio harveyi JMH597 AI-2 luminescence/OD600 ratio, 9 h; hits give low values; strain lacks LuxN and CqsS sensors; 0 = neutral-control median | activity change, % at 7.5 µM | hit rate 0.4% among 300,000 | AID 2094; in the data active means activity change below about -75%, passing the limit was not always enough; inconclusive means no clear call, values can overlap the other calls;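 further: luminescence divided by OD600 gain over 9 h not by final OD600 alone; inactives centre near 13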
PolyA inhibitor: inhibitors of polyadenylation in S. cerevisiae. S. cerevisiae SKY197-pL101 polyadenylation reporter, beta-gal luminescence; efflux-impaired pdr1/pdr3 knockout yeast; score 100 = 6 SD above DMSO. calls only at 12 µM. hit rate 0.02% among 300,000;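 active means lowest replicate activity score at least 50, where 100 means six control SD above control mean; inconclusive means lowest score under 50 but half or more replicates reach 50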;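 further: yeast exposed to compound for 9 h at 30 °C; higher score means more reporter readthrough which indicates perturbed polyadenylation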
HSF1 inh: HSF1 inhibition | activity change, negative = inhibition, % at 7.5 µM (by protocol) | NIH3T3-HGL HSE-luciferase, MG132-induced, luminescence 8 h; hits give low values | hit rate 0.77% among 300,000 | AID 2098;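 active means more than half of replicate wells show activity change below -50%, luminescence cut by over half; inconclusive means some wells, but at most half, below -50%; inactive means no replicate well below -50%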;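 further: luciferase reports HSF-1 transcriptional activity via heat shock element; 0% = median of DMSO wells and -100% = zero luminescence signal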
HSF1 activator: increases HSF-1 driven luciferase reporter signal; NIH3T3-HGL HSF-1 luciferase reporter, MG132, 8 h; 100% = twice DMSO control signal; activation, % at 9 µM; hit rate 1.7% among 300,000;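 active means mean replicate activation of at least 50% with a set share of replicates each reaching 50%; inconclusive means only one of those two conditions met; inactive means mean below 50% and too few replicates reaching it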;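 further: 0% = median of the neutral control wells and 100% = twice that signal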
GSK3B inh: human GSK3beta kinase inhibition | GST-GSK3beta kinase, ADP-Glo luminescence, 60 min; hits give low values | AID 2097 | activity score (negative = inhibition), % at 10 µM | hit rate 0.038% among 300,000;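 active means more than half of replicate wells score below -50%, meaning over 50% inhibition versus plate controls; inconclusive means some replicates but at most half score below -50%; inactive means no replicate scores below -50%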;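 further: 0% = median DMSO wells and -100% = median GW8510 positive control wells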
Target sequence (P49841 whole entry, looked up): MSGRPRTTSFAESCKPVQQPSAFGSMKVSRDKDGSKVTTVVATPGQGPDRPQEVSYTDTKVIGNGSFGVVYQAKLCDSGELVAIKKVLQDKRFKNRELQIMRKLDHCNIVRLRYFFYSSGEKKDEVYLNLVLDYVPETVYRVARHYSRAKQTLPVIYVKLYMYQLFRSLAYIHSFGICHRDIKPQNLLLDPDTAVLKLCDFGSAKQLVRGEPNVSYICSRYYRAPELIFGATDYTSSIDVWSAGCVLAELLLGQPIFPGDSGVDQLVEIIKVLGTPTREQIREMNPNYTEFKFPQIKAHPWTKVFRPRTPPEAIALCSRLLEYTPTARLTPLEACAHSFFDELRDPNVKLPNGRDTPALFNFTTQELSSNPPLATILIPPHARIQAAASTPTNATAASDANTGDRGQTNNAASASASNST
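test system = GST-tagged human GSK3beta kinase, cell-free | reagent = 25 µM ATP with peptide substrate | dosing = one dose of 10 µM per compound | schedule = 60 min reaction, RT | detection = luminescent ADP-Glo measurement of ADP formed | control set = DMSO neutral wells and GW8510 at 20 µM as positive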
KLF5 inh: inhibitors of KLF5 expression; DLD-1 KLF5 promoter-luciferase reporter, luminescence; inhibition, % at 5 µM; hit rate 0.23% among 290,000; AID 1700;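 active means inhibition above a per-plate limit of that plate's mean compound inhibition plus 3 SD, cut at about 60% in these data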;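 further: 0% = DMSO wells and 100% = LY294002 at 200 µM; higher means less KLF5 promoter-driven luciferase light; inactives centre near -14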
GSK3A inh: human GSK-3 alpha kinase inhibition. P49840. ADP-Glo luminescence, 60 min. inhibition, % at 10 µM. hit rate 0.1% among 320,000. AID 2650;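 in the data active means inhibition above about 50%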;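 further: GST-tagged GSK-3 alpha with peptide substrate and 25 µM ATP; 0% = DMSO neutral wells and 100% = GW8510 positive control wells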
Target sequence (P49840 whole entry, looked up): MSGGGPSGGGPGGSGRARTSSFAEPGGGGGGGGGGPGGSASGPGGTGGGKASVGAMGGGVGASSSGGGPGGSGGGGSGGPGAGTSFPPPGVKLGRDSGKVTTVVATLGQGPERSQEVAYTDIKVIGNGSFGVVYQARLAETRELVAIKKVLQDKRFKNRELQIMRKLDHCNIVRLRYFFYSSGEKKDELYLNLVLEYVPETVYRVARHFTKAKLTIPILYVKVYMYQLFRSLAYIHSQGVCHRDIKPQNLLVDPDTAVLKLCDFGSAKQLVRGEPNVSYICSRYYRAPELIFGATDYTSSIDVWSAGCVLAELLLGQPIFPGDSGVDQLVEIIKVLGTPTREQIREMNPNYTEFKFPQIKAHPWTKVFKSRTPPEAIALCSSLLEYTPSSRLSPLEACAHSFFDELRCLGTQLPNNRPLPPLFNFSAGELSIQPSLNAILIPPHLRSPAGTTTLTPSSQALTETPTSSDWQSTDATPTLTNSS
HSP90 refold inh: inhibitors of HSP90 luciferase refolding in rabbit reticulocyte lysate; luciferase refolding luminescence, 3 h; inhibition, % at 5.6 µM; hit rate 0.91% among 290,000;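 active means inhibition above the screen-wide mean plus 3 SD, computed separately per campaign, cut at about 16% in these data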;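 further: 0% = DMSO wells and 100% = 60 µM geldanamycin wells; inhibitors lower the luminescence because luciferase stays unfolded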
aSyn UTR inh: MLPCN primary screen, SNCA 5' untranslated region; alpha-synuclein 5'UTR reporter, inhibitor activity; inhibition, % (tested at 7.5 µM); hit rate 0.82% among 300,000; AID 1813; in the data active means inhibition above about 60%; inconclusive means no clear call, values can overlap the other calls;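 further: H4 neuroglioblastoma cells stably carrying SNCA 5'UTR luciferase fusion; 0% = DMSO wells and 100% = positive control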
IEC-6 cytotox: IEC-6 cytotoxicity, counter-screen for KLF5 inhibitors. inhibition, % at 5 µM. hit rate 0.78% among 290,000. luminescence viability; in the data active means inhibition above about 22%;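 further: 0% = plate median of test compound wells and 100% = cytotoxic reference compound wells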
* = called active by the depositor; i = inactive; ? = inconclusive; . = not tested or not shown. Only part of the results is shown; count on the stated rates, not on these rows.

SMILES	AI-2 QS mod	PolyA inhibitor	HSF1 inh	HSF1 activator	GSK3B inh	KLF5 inh	GSK3A inh	HSP90 refold inh	aSyn UTR inh	IEC-6 cytotox
Cc1ccn(-c2ccc(NC(=O)c3cccs3)cc2)n1	15	i	44	30	-5	-99	2	2	-63	-2
CN(C(=O)c1ccno1)c1nnc(-c2cnccn2)s1	14	i	-24	-22	2	-24	-1	3	-11	-2
Cc1ccc(C(=O)OCC(=O)c2ccc(S(=O)(=O)N3CCCCC3)cc2)o1	-11	i	8	6	5	.	1	.	10	.
CCC1CCCCN1Cc1nc2c(c(=O)n(C)c(=O)n2C)n1CCCc1ccccc1 (centres undefined)	34	i	2	-9	0	.	-2	.	-12	.
O=C(NCCc1cccc(Cl)c1)c1ccc(OC2CCN(Cc3ccccn3)CC2)cc1	4	i	1	4	-1	-26	.	22*	-9	1
C(#Cc1ccccc1)C[N+]1(CC#Cc2cccc3ccccc23)CCOCC1	-4	i	.	.	-3	-7	.	4	.	-4
CCOc1ccc(OCC)c(NC(=O)c2ccc(CNc3c(N4CCCC4)c(=O)c3=O)cc2)c1	15	i	-4	-22	0	8	-4	-1	27	-4
Cc1cccc(Nc2nc(N)c([N+](=O)[O-])c(N3CC(C)OC(C)C3)n2)c1 (centres undefined)	9	i	12	12	7	17	21	8	37	-6
COc1ccc(N2C(=O)CC(N3CCN(Cc4ccc5c(c4)OCO5)CC3)C2=O)cc1 (centres undefined)	17	i	1	-6	-5	-1	0	0	-10	-4
C=CCOC(=O)C1C(=O)CC(C)(O)C(C(=O)OCC=C)C1c1ccc(OCC)cc1 (centres undefined)	9	i	0	-6	-3	-20	-3	0	1	5

Part of the list above, limited to KLF5 inh, AI-2 QS mod and HSP90 refold inh.
molecule,KLF5 inh,AI-2 QS mod,HSP90 refold inh
O=C(NCCc1cccc(Cl)c1)c1ccc(OC2CCN(Cc3ccccn3)CC2)cc1,-26,4,22*
CCOc1ccc(OCC)c(NC(=O)c2ccc(CNc3c(N4CCCC4)c(=O)c3=O)cc2)c1,8,15,-1
Cc1ccc(C(=O)OCC(=O)c2ccc(S(=O)(=O)N3CCCCC3)cc2)o1,.,-11,.
C(#Cc1ccccc1)C[N+]1(CC#Cc2cccc3ccccc23)CCOCC1,-7,-4,4

More compounds.
SMILES	AI-2 QS mod	PolyA inhibitor	HSF1 inh	HSF1 activator	GSK3B inh	KLF5 inh	GSK3A inh	HSP90 refold inh	aSyn UTR inh	IEC-6 cytotox
COc1ccc(-c2noc(CNC(=O)C(C)Oc3ccccc3)n2)cc1 (centres undefined)	10	i	-2	8	2	-28	-1	-5	-3	3
NC(=O)c1cc([N+](=O)[O-])cc2c1C=Cc1ccccc1O2	31	i	4	11	0	-8	1	1	10	8
O=C(COc1ccc(S(=O)(=O)N2CCCCC2)cc1Cl)N1CCCC1	26	i	-3	-12	-2	-5	0	-4	17	-2
CCN(CC)CCCN(Cc1cc2cc3c(cc2[nH]c1=O)OCO3)C(=S)Nc1ccc(OC)cc1	29	i	-3	2	5	-9	1	-1	-34	-2
Cc1ccc(C(=O)NC(=S)Nc2cccc3c(C)cc(C)nc23)cc1	12	i	1	17	-3	-1	-3	1	-32	3
COCCN(Cc1cc2cc(C)ccc2n2nnnc12)C(=S)Nc1ccccc1C	1	i	2	-9	-1	-8	0	1	29	-2
Cc1[nH]n(-c2cccc(Cl)c2)c(=O)c1/C=N/n1c(C)nc2ccccc2c1=O	16	i	6	16	2	-6	-1	2	15	2
COC(=O)Nc1ccc(S(=O)(=O)N2CCCCC2C(=O)O)cc1 (centres undefined)	7	i	-3	-7	3	-17	-3	0	21	1
CC(=O)c1ccc(S(=O)(=O)Nc2cccc(-n3cnnn3)c2)cc1	15	i	-5	9	-2	-13	1	0	8	5
CC(=O)Nc1ccc(NC(=O)c2cc(=O)c3cc(C)c(C)cc3o2)cc1	17	i	-2	-23	1	-47	0	-3	-10	-1
CCOc1ccc(-c2nn[nH]n2)cc1OCC	-1	i	0	-15	3	-34	0	-5	6	-8
COc1ccc(C(=O)NCC(=O)NCC2COc3ccccc3O2)cc1 (centres undefined)	52	i	-2	-3	-2	-3	-19	0	2	-5
CC(=O)Nc1ccc(S(=O)(=O)Nc2ccc(-c3ccc4nnc(C)n4n3)cc2)cc1	10	i	4	-1	-1	-1	4	0	5	-4
O=C(Cc1ccc(F)cc1)OCN1C(=O)c2ccccc2C1=O	41	i	1	-3	-7	-34	-1	-2	-2	-1
CNS(=O)(=O)c1cccc(C(=O)OCC(=O)N2CCc3ccccc3C2)c1	36	i	-6	-3	0	-20	2	3	6	-2
CCOc1ccc(NC(=O)CC2C(=O)N(c3ccc(OC)c(Cl)c3)C(=S)N2C2CC2)cc1 (centres undefined)	18	i	10	14	0	-16	-1	-3	-6	9
Cc1cc(C)n(CCc2nc(-c3ccco3)cs2)n1	5	i	2	10	1	6	-3	-5	-3	-7
COc1ccc(C(=O)NCC(=O)N2CCC3(CC2)NCCc2[nH]cnc23)cc1	2	i	-5	0	0	1	1	-3	-6	-4
Cc1cc(C)c(C)c(OCC(O)CN2CCN(c3ccccn3)CC2)c1 (centres undefined)	29	i	-7	6	6	-9	-1	-4	7	4
C/C(=N\Nc1nc(C)cc(-c2ccccc2)n1)c1ccc(C)o1	-4	i	10	?	2	-10	4	0	-10	8
COc1cc(=O)n(C)c2ccccc12	2	i	.	.	-1	-13	-2	2	20	11
COc1ccc(N(CC(=O)Nc2ccc(F)c(F)c2)S(=O)(=O)c2c(C)[nH]c(=O)[nH]c2=O)cc1	16	i	-1	2	2	-1	-7	-5	-8	1
O=C(NNC(=O)c1ccc(NC(=O)c2ccccc2)cc1)c1ccc(F)cc1	13	i	-8	10	1	-12	0	-4	-9	-1
CC(Nc1ncnc2sccc12)c1ccccc1 (centres undefined)	38	i	-81*	-84	-2	-8	-1	2	45	29*
O=C1N/C(=C\c2ccccc2)c2ccccc21	7	i	9	14	1	-9	-1	2	-52	16
CCOc1cccc(C2/C(=C(/O)c3ccc4c(c3)CC(C)O4)C(=O)C(=O)N2Cc2ccncc2)c1 (centres undefined)	38	i	0	-19	-4	-23	-1	2	-21	0
C#Cc1ccc([C@@H]2C=C(C(=O)NC3CC3)O[C@H](OCC)[C@H]2CCCO)cc1	26	i	-3	5	-4	.	-1	.	-3	.
COc1ccc2[nH]c3c(c2c1)CCN1C(=O)N([C@@H](C)C(=O)NC2CC2)C(=O)[C@]31C	4	i	-3	7	0	-12	-1	0	-5	0
O=C(CCCCn1c(=O)[nH]c2ccsc2c1=O)NCc1cccnc1	33	i	-56*	-68	-5	-14	2	-2	-13	-6
O=S1(=O)CCC(n2ncc3c2/C(=C/c2ccccc2)CC3)C1 (centres undefined)	9	i	-1	-1	-1	-13	2	0	25	-4
CC(C)c1ccc(OC(=O)c2ccc3c(=O)n4c(nc3c2)CCC4)cc1	-12	i	0	0	-1	.	-2	.	-8	.
Cc1[nH]n(-c2ccccc2)c(=O)c1C(C[N+](=O)[O-])c1ccc(F)cc1 (centres undefined)	8	i	238	282*	2	-8	0	-1	-4	-2
COc1ccc(NC(=O)/C(C#N)=C\c2ccc(-c3cccc(C(=O)O)c3C)o2)cc1	26	i	-1	-3	0	-32	-10	32*	-37	1
COc1ccc(-n2c(=O)[nH]c3cc(C(=O)NCCc4ccc(OC)c(OC)c4)ccc3c2=O)c(OC)c1	10	i	-7	-4	1	-56	-1	3	21	2
CCOc1ccc(-c2nc(C#N)c(N3CCN(C)CC3)o2)cc1	3	i	-7	2	-1	9	5	-1	20	2
CCOC(=O)N1CCN(C2CC(=O)N(c3ccc(F)cc3)C2=O)CC1 (centres undefined)	15	.	-6	-5	3	8	1	5	2	0
CCc1cccc(NC(=O)CNC(=O)N2CC(=O)Nc3ccccc32)c1	19	i	1	-8	-1	7	-5	-2	-1	-1
CC(C)CCNc1nc(N)c([N+](=O)[O-])c(NCCO)n1	2	i	4	5	-67*	-12	80*	4	31	2
Cc1[nH]ccc(=O)c1OC1OC(CO)C(O)C(O)C1O (centres undefined)	21	i	-6	-5	2	-26	.	-3	10	-7
CC1(C)CC2CC(C)(CN2C(=O)C23CCC(C)(C(=O)C2)C3(C)C)C1 (centres undefined)	-1	i	0	-3	-1	-20	3	0	9	3
CCCCCCNC(=O)C(=O)NCCc1ccc(Cl)cc1	27	.	-4	7	-3	5	-5	-1	21	-1
CCn1c(=O)c(C(=O)NCCc2ccc(OC)c(OC)c2)c(O)c2ccccc21	-4	i	-4	-13	-1	-18	0	-2	5	6
CN(C(=O)CN(C)S(=O)(=O)c1ccc(F)cc1)c1c(N)n(Cc2ccccc2)c(=O)[nH]c1=O	5	i	-3	-11	-1	.	-3	.	-10	.
COc1cc(NC(=O)c2cc3ccccc3cc2O)c(OC)cc1Cl	28	i	-5	5	1	-42	-1	-2	-12	1
COc1ccc(NC(=O)CSc2ccc(F)cc2)cc1S(=O)(=O)N1CCCCC1	17	i	-6	0	-2	-10	-1	1	-13	-2
COc1ccc(CCNC(=O)CSCc2ccc(Cl)cc2)cc1OC	12	i	-1	2	2	-30	-1	2	9	3
CCCc1cc(=O)n2c(nc3ccccc32)[nH]1	16	i	8	-15	3	-55	-3	2	-66	5

Single records (already shown):
COc1cc(NC(=O)c2cc3ccccc3cc2O)c(OC)cc1Cl in the list: AI-2 QS mod: 28; PolyA inhibitor: i; HSF1 inh: -5; HSF1 activator: 5; GSK3B inh: 1; KLF5 inh: -42; GSK3A inh: -1; HSP90 refold inh: -2; aSyn UTR inh: -12; IEC-6 cytotox: 1
CCCc1cc(=O)n2c(nc3ccccc32)[nH]1 in the list: AI-2 QS mod: 16; PolyA inhibitor: i; HSF1 inh: 8; HSF1 activator: -15; GSK3B inh: 3; KLF5 inh: -55; GSK3A inh: -3; HSP90 refold inh: 2; aSyn UTR inh: -66; IEC-6 cytotox: 5
CCn1c(=O)c(C(=O)NCCc2ccc(OC)c(OC)c2)c(O)c2ccccc21 in the list: AI-2 QS mod: -4; PolyA inhibitor: i; HSF1 inh: -4; HSF1 activator: -13; GSK3B inh: -1; KLF5 inh: -18; GSK3A inh: 0; HSP90 refold inh: -2; aSyn UTR inh: 5; IEC-6 cytotox: 6
